# Screens as filed in PubChem BioAssay.
# SKN-1 block: C. elegans SKN-1 inhibition | actives 0.49% (n = 360,000) | C. elegans VP596 Pgst-4::GFP/RFP ratio, acrylamide-induced, 24 h | inhibition, % at 21.8 µM | AID 624304;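 active = interference check ratio from 0.5 to 1.5 plus GFP to RFP signal ratio inhibition reaching or exceeding a fixed threshold, cut at about 30% in these data, passing the limit was not always enough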; note: some compounds called inactive have numbers as strong as hits
# DNMT1 inh: inhibitors of human DNMT1. P26358. DNMT1 molecular beacon, Hinp1I cleavage, fluorescence. inhibition (reported as % activation of signal), % at 10 µM. actives 0.83% (n = 360,000); in the data active = inhibition above about 50%
# Rpn11 block: inhibitors of human proteasome Rpn11; actives 0.59% (n = 360,000); human 26S proteasome, Ub4-pepOG fluorescence polarization; 20S core pre-blocked with epoxomicin; O00487; calls only at 20 µM;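 active = inhibition at 20 µM, scaled to each plate's controls, above about 33%, limit read from the data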
# Target sequence (O00487 whole entry, looked up): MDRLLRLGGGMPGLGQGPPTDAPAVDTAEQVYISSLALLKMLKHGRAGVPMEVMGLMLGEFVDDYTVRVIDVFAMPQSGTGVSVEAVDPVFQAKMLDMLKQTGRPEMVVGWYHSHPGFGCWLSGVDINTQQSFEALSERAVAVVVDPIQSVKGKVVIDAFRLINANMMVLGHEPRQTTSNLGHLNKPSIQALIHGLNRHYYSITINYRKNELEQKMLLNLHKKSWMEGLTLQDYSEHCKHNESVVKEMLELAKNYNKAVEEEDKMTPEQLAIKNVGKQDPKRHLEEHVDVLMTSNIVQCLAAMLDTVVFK
# STEP inh: blocks human striatal-enriched tyrosine phosphatase; P54829; recombinant STEP, OMFP fluorogenic substrate, fluorescence; inhibition, % at 20 µM; actives 0.25% (n = 360,000); AID 588621;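 active = inhibition at 20 µM, scaled per plate between control wells, above about 37%, limit read from the data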;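 note: 0% = DMSO with enzyme and substrate and 100% = substrate only without enzyme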
#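 System: STEP phosphatase, cell-free reaction; Buffer or medium: Bis-Tris pH 6.0 buffer with DTT, detergent; Incubation: 20 min at room temperature, dark; Measured by: fluorescence, 480/540 nm.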
# NadD inh: blocks S. aureus nicotinate mononucleotide adenylyltransferase; purified NadD enzyme, colorimetric absorbance read-out; inhibition, % at 20 µM; actives 0.78% (n = 360,000); AID 602399; in the data active = inhibition above about 26%; note: some compounds past the cut are filed as inactive
# CendR NRP1 mod: alters CendR peptide binding to human NRP-1; AID 602438; FAM-RPARPAR peptide binding to NRP-1, fluorescence polarization; actives 0.85% (n = 360,000); O14786; inhibition, % at 25 µM;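 active = inhibition or corrected inhibition above about 18%, plus a signal ratio from 0.5 to 1.5, limit read from the data, passing the limit was not always enough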; note: strong numbers were not always called active
# LMPTP inh: blocks human LMPTP phosphatase | recombinant LMPTP-A, OMFP fluorogenic substrate, fluorescence intensity | inhibition, % at 20 µM | actives 0.22% (n = 360,000);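 active = compounds that cut the enzyme signal by at least half of the control window in the single-dose screen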;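 note: plate controls were DMSO wells with enzyme plus substrate for no effect and substrate without enzyme for full effect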
# Target sequence (P24666 whole entry, looked up): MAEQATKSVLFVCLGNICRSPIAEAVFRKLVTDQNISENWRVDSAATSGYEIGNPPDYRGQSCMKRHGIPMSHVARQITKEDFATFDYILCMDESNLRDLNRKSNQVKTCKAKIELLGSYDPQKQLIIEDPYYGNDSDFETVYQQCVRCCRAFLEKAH
#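 Material: LMPTP-A; amount: 0.625 nM enzyme; doses: single 20 µM dose; times: reaction 50 min, room temperature, dark; technique: fluorescence intensity of OMFP turnover product; benchmarks: no-enzyme and uninhibited controls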
# MT1-MMP act inh: inhibitors of human MT1-MMP activation; HT1080 RFP-PRO-GFP cells, GFP/RFP ratio fluorescence, overnight; percent of plate control window, DMSO zero; GFP/RFP ratio change, % at 20 µM; actives 0.061% (n = 360,000); AID 651647;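 active = GFP/RFP ratio change of at least 30% with cell ATP level not reduced by more than half and red fluorescence within 50% of control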; note: strong numbers were not always called active
#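 Compound: 20 µM single dose, 1% DMSO / System: HT1080 RFP-PRO-GFP cells / Controls: DMSO and RFP-L50D-GFP cell wells / Read-out basis: GFP/RFP fluorescence ratio / Schedule: overnight compound exposure at 37 °C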
# SUMO1 PPI mod: alters human SUMO1 binding to SIM partners. SUMO1 binding to a labelled peptide, TR-FRET, 1 h. inhibition, % at 20 µM. actives 0.33% (n = 360,000); in the data active = inhibition above about 37%
# Target sequence (P63165 whole entry, looked up): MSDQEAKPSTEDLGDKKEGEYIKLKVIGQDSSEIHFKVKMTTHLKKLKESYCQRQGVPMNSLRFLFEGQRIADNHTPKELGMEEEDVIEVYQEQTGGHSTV
# Scp1 inh: inhibitors of human Scp-1 phosphatase; actives 0.88% (n = 340,000); AID 493091; Recombinant Scp1, phosphopeptide, malachite green phosphate absorbance; inhibition, % at 20 µM; Q9GZU7;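 active = inhibition above about 50% at 20 µM, limit read from the data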;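 note: plate controls were DMSO wells with enzyme for no effect and wells lacking enzyme for full effect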
# Target sequence (Q9GZU7 76-261 limits assumed): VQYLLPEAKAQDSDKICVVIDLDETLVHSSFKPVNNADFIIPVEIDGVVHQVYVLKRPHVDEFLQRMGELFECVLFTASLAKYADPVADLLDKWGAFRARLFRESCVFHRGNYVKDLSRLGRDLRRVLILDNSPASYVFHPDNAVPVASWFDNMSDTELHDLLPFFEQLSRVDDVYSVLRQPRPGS
#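 Test system: SCP-1 catalytic domain; Buffer or medium: Acidic Tris acetate buffer with magnesium and detergent; Also added: Phosphorylated 17-residue peptide substrate; Compound: single 20 µM dose, 1% DMSO; Schedule: enzyme reaction 45 min at room temperature, colour 5 min, stabilisation 30 min; Signal: Phosphate-binding colour reagent, absorbance read at 630 nm.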
# An asterisk follows results filed as active; i = inactive; x = not tested or not shown.
SMILES,SKN-1 block,DNMT1 inh,Rpn11 block,STEP inh,NadD inh,CendR NRP1 mod,LMPTP inh,MT1-MMP act inh,SUMO1 PPI mod,Scp1 inh
COc1ccc(/C=C(\C#N)C(=O)OC2CCOC2=O)cc1 (stereo not given),5,-1,i,4,2,-7,-0.4,1,-11,-6
O=C(COC(=O)C1=COCCO1)NCc1ccc(Cl)cc1Cl,-1,7,i,-1,-6,-3,-0.5,2,2,x
COCCNC(=S)N1CCC(C(=O)c2ccc(F)cc2)CC1,18,6,i,-1,0,-2,-0.4,7,4,2
OCC[C@H]1C[C@H](O)[C@@H](O)[C@@]2(CCCc3ccccc3O2)O1,12,4,i,4,-1,11,8.3,1,2,-8
COc1ccc(CNS(=O)(=O)CCNCCc2ccccc2)cc1,-8,7,i,0,2,-1,-0.4,1,9,-2
CCOC(=O)c1ccc(NC(=S)NCCc2ccc(F)cc2)cc1,7,-4,i,-2,-8,0,1.9,7,-2,-11
Cc1cc(C)nc(NC(=O)Nc2ccc(F)cc2F)n1,12,2,i,-1,-2,2,-2.1,0,3,-5
COc1ccc(C2(C(=O)Nc3ccc(C(=O)N4CCOCC4)cc3)CCOCC2)cc1,1,1,i,-3,-1,-8,0.2,-4,1,-4
CNc1csc(C)c(C)c1=O,8,-3,i,2,19,-10,-0.9,6,0,5
CCOC(=O)C1CCCN(C(=O)c2cc(-c3ccc(F)cc3)nc3ccccc23)C1 (stereo not given),-1,-2,i,0,0,7,1.2,8,-4,-1
O=C(CCNC(=O)c1ccccc1)Nc1cccnc1,13,0,i,-2,-11,5,1.0,1,1,3
CC1(C)CC(=O)C=C(Nc2ccc(S(N)(=O)=O)cc2)C1,14,2,i,0,-2,-2,-1.1,-3,-6,-6
CC(N)c1csc(Nc2ccc(C(=O)NCCCO)cn2)n1 (stereo not given),-8,0,i,1,5,-1,0.5,1,1,x
Cc1nc2cc(-c3ccc(Cl)cc3)nn2c(C)c1CCC(=O)NCc1ccco1,5,-7,i,0,1,-7,1.3,1,1,6
CCCCCC(=O)N/N=C/c1ccco1,3,0,i,1,1,-4,-1.4,1,-2,-4
CSc1ccc(CNC(=O)C2CCC(=O)N(CCc3cccc(F)c3)C2)cc1 (stereo not given),12,-1,i,-3,-1,16,-0.1,3,0,-5
CC(=O)N1CCC(N(CCN2CCOCC2)C(=S)Nc2cccc(C)c2C)CC1,12,0,i,-2,4,-5,-1.8,4,-1,-4
CCOC(=O)c1cncc(C#CCO)c1,2,4,i,-2,7,0,-1.4,-2,-3,-7
Cc1ccc2c(c1)sc(=NC(=O)C1CC1)n2C,10,0,i,-3,-1,-7,-0.3,0,5,-16
Cc1nc(C)n(CC(=O)c2ccc(Cl)cc2Cl)n1,1,-1,i,1,-2,2,-1.1,-2,1,8
O=C(CN1C(=O)C2CC=CCC2C1=O)Nc1ccc(S(=O)(=O)Nc2ncccn2)cc1 (stereo not given),-6,1,i,-1,-6,3,-0.1,0,0,16
CCCc1nnc(SCC(=O)Nc2ccc3c(c2)OCCO3)n1CCOC,-13,0,i,1,-8,-5,-2.1,4,0,-2
CCOC(=O)N1CCN(c2nnc(-c3ccc(C)cc3)c3ccccc23)CC1,2,2,i,4,-4,20,1.4,0,-6,-9
C[C@@H]1CCCCO[C@@H](CN(C)S(=O)(=O)c2cccs2)[C@@H](C)CN([C@H](C)CO)C(=O)c2cc(NS(=O)(=O)c3ccccc3)ccc2O1,12,-5,i,2,15,-12,1.4,-2,1,x
N/C(=N\OC(=O)c1cc(-c2ccccc2)nc2ccccc12)c1ccccn1,8,4,i,3,3,1,4.2,-5,-18,1
CC(=O)N1CCCc2cc(S(=O)(=O)N3CCCC(C(=O)Nc4ccc(C)cc4C)C3)ccc21 (stereo not given),15,-1,i,-4,5,0,-0.3,2,5,-7
Cc1[nH]c2ccc(F)cc2c1CCN(Cc1ccncc1)C(=S)Nc1ccc(F)cc1,18,-35,i,0,9,5,0.9,0,-2,-10
CCCc1[nH]n(-c2ccc(F)cc2)c(=O)c1C=Nc1ccc(C)cc1,0,-2,i,4,2,7,-0.5,-1,1,-5
Cc1ccc(OCC(O)CN2CCN(CC(O)COC(C)C)CC2)c(C(C)(C)C)c1 (stereo not given),3,3,i,0,-6,14,-2.0,-3,-2,-6
Cc1ccccc1CC(=O)Nc1cccc(S(=O)(=O)N2CCCC2)c1,0,0,i,4,-5,11,1.1,1,2,-13
Cc1ccc(C(=O)N/C(=C\c2ccc(-c3ccc(Br)cc3)o2)C(=O)NC2CCS(=O)(=O)C2)cc1 (stereo not given),-7,-2,i,-2,-3,3,0.3,-7,-3,0
O=C(NCCc1ccccc1)c1ccc(S(=O)(=O)N2CCCCC2)cc1,-7,2,i,3,-3,24,-0.2,2,1,x
O=C(CCC1CCCCC1)NCc1cccs1,-22,-3,i,-2,-2,4,1.1,10,-1,9
CCC1=Nc2cc(C(=O)NCc3ccco3)ccc2Sc2ccc(Cl)cc21,-2,-6,i,-3,26,-17,2.1,5,4,-11
O=C(c1cc(Cl)ccc1OCc1ccccc1)N1CCOCC1,13,4,i,-2,-4,-9,-0.5,-1,2,-10
CCN(Cc1ccccc1)C(=O)COc1cc(=O)n(CC)c2ccccc12,-9,-5,i,-4,-1,-12,-1.5,7,0,-15
Brc1ccc(-c2noc3c2-c2nc(C4CCCCC4)sc2CC3)cc1,-8,0,i,0,0,2,1.4,0,7,4
Cc1cc(CNC(=O)C2(C(F)(F)F)C/C(=C\Cc3ccccc3)CCCO2)nn1C (stereo not given),-4,-2,i,1,-9,6,-0.2,-1,-2,-8
O=C(O)c1cc(/C=C/c2ccc(N3CCOCC3)cc2)nc2ccccc12,1,-5,i,0,5,-74,1.3,-9,-2,2
NC(=O)c1cc2ccc(O)cc2oc1=NCc1ccccc1,-6,26,i,-6,2,19,-0.8,-72,-18,0

# Ordered by the number under STEP inh (falling): some entries from above.
SMILES,SKN-1 block,DNMT1 inh,Rpn11 block,STEP inh,NadD inh,CendR NRP1 mod,LMPTP inh,MT1-MMP act inh,SUMO1 PPI mod,Scp1 inh
O=C(NCCc1ccccc1)c1ccc(S(=O)(=O)N2CCCCC2)cc1,-7,2,i,3,-3,24,-0.2,2,1,x
Cc1ccc(OCC(O)CN2CCN(CC(O)COC(C)C)CC2)c(C(C)(C)C)c1 (stereo not given),3,3,i,0,-6,14,-2.0,-3,-2,-6
Cc1ccc(C(=O)N/C(=C\c2ccc(-c3ccc(Br)cc3)o2)C(=O)NC2CCS(=O)(=O)C2)cc1 (stereo not given),-7,-2,i,-2,-3,3,0.3,-7,-3,0
CCN(Cc1ccccc1)C(=O)COc1cc(=O)n(CC)c2ccccc12,-9,-5,i,-4,-1,-12,-1.5,7,0,-15

# (continued)
SMILES,SKN-1 block,DNMT1 inh,Rpn11 block,STEP inh,NadD inh,CendR NRP1 mod,LMPTP inh,MT1-MMP act inh,SUMO1 PPI mod,Scp1 inh
CC(C)(C)OC(=O)N1CCC(C(=O)Nc2cccc(C(=O)NCCCc3ccccc3)c2)CC1,1,-5,i,-4,-1,-1,0.3,-4,4,-8
CC12CCC(C(=O)NCCCn3ccnc3)(OC1=O)C2(C)C (stereo not given),0,4,i,3,0,-3,-6.1,1,-5,-14
COCCNc1ncnc2c1cnn2-c1ccc(Cl)cc1,9,-6,i,-1,-1,25,-2.4,6,2,-7
COc1ccc(CCNC(=O)c2cc3ccccn3n2)c(OC)c1OC,0,0,i,1,-1,1,-0.8,1,3,-9
OC1(c2cccs2)CN(c2ccc(Br)cc2)C2=[N+]1CCCS2 (stereo not given),7,-4,i,0,-7,-1,-0.3,1,-4,-5
NC(N)=Nc1nc2ccc(Br)cc2c(=O)[nH]1,-2,3,i,-4,4,1,-0.5,-1,-1,-6
OCCN(Cc1ccccc1)Cc1ncccc1O,12,-6,i,-1,-2,10,-1.9,-2,-4,-18
COc1ccc(C)cc1S(=O)(=O)N1CCC(C(=O)NCCC2=CCCCC2)CC1,-4,-2,i,-2,-4,0,-2.4,-3,4,-8
COC(=O)C1CCN(S(C)(=O)=O)CC1,19,2,i,0,-3,3,-1.2,-3,-2,-4
O=S(=O)(NCC1CN(S(=O)(=O)c2c(F)cccc2F)C1)c1ccc2c(c1)OCCO2,-4,-2,i,13,-8,10,-2.4,3,2,2
O=C(CSc1ncnc2c1oc1ccccc12)c1cccs1,-4,3,i,-2,-2,-7,1.0,-3,-9,-6
Cc1cccc(C)c1NCc1n[nH]c(=S)n1-c1ccccc1,-9,0,i,-1,1,-4,-1.6,0,-5,-6
O=C1C=C(c2ccc3[nH]ccc3c2)C[C@@H](c2ccc(Cl)cc2)C1,7,-11,i,2,-9,8,4.5,5,-12,-8
COc1ccccc1C(=O)NNC(=S)NC(=O)c1cc(OC)c(OC)c(OC)c1,-7,0,i,1,-6,9,-0.2,10,7,-6
Cc1ccc(Nc2ncnc3c2oc2ccccc23)cc1,6,0,i,-1,2,-13,-0.2,-1,3,4
COc1ccc(NC(=O)c2cc(-c3ccc(C)o3)nc3ccccc23)c(OC)c1,-9,0,i,3,4,5,3.0,4,-9,5
O=C(COC(=O)CSc1nnc(-c2ccc(Cl)cc2)o1)NCc1ccc2c(c1)OCO2,-5,3,i,0,-8,-4,0.3,4,2,0
CC1CCN(C(=S)c2ccc3c(c2)OCO3)CC1,-17,3,i,2,-4,6,-0.5,-5,4,-3
CC(=O)N[C@@H](CC(=O)N[C@H](CCC(=O)O)C(=O)O)C(=O)O,-7,2,i,-2,3,8,-1.6,-1,3,-12
Cc1cc(C#N)c(C)c(SCc2[nH]nc3c2C(c2ccccc2)C(C#N)=C(N)O3)n1 (stereo not given),22,-16,i,-1,9,2,1.0,1,-2,-5

# Structures shown so far that contain a COOH group (two):
SMILES,SKN-1 block,DNMT1 inh,Rpn11 block,STEP inh,NadD inh,CendR NRP1 mod,LMPTP inh,MT1-MMP act inh,SUMO1 PPI mod,Scp1 inh
O=C(O)c1cc(/C=C/c2ccc(N3CCOCC3)cc2)nc2ccccc12,1,-5,i,0,5,-74,1.3,-9,-2,2
CC(=O)N[C@@H](CC(=O)N[C@H](CCC(=O)O)C(=O)O)C(=O)O,-7,2,i,-2,3,8,-1.6,-1,3,-12

# Other entries follow:
SMILES,SKN-1 block,DNMT1 inh,Rpn11 block,STEP inh,NadD inh,CendR NRP1 mod,LMPTP inh,MT1-MMP act inh,SUMO1 PPI mod,Scp1 inh
Cc1ccc(SCCNC(=O)C(CO)(CO)CO)cc1,6,4,i,-2,8,1,-2.0,2,-2,-9
CCOc1ccc2nc(N3CCCN(C(=O)Nc4ccccc4C)CC3)c(C#N)cc2c1,14,-15,i,3,37*,0,2.0,-22,-13,-7
O=c1nc(Nc2ccc([N+](=O)[O-])cc2)[nH]c(=O)[nH]1,0,0,i,0,0,0,0.1,2,-1,-5
CC(=O)c1ccc(OCCCC(=O)NC2CCC(C)CC2)cc1 (stereo not given),-17,4,i,-2,-5,-15,4.9,-1,2,-5
CN1c2ccccc2C(O)=C(C(=O)Nc2ccccc2)S1(=O)=O,-4,-10,i,-3,-3,4,1.0,-2,-4,5
